Screens as filed in PubChem BioAssay.
TLR9-MyD88 inh = inhibitors of TLR9-MyD88 association in cells, primary screen, cell-based, CHO, BLA complementation, fluorescence. 340,000 compounds, 0.21% hits. AID 504734, 2011. inhibition, % at 4.98 µM. Toll-like receptor 9 (Homo sapiens) + Myeloid differentiation primary response protein …. CCF4 FRET ratio;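 active means inhibition above the mean over all tested compounds plus 3 SD, cut at about 21% in these data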;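 further: 0% = DMSO only wells and 100% = clavulanate BLA inhibitor control wells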
SRC1 inh = SRC1 coactivator transcriptional activity inhibitors, primary screen, cell-based, luminescence. Nuclear receptor coactivator 1 (Homo sapiens), Q15788. HEK293 GAL4-SRC1 luciferase reporter. inhibition, % at 3.6 µM. 360,000 compounds, 0.12% hits. AID 588354, 2011;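 active means inhibition above the campaign mean plus 3 SD, with each screening campaign given its own cutoff, cut at about 60% in these data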;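 further: 0% = DMSO treated cells and 100% = gossypol at 36 µM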
LMP1 NFkB inh = EBV LMP1-driven NF-kappaB luciferase reporter inhibitors, primary screen, cell-based, luminescence, single point; LMP1-induced NF-kappaB luciferase reporter cells; inhibition, % at 12.5 µM; 350,000 compounds, 0.69% hits; in the data active means inhibition above about 41%;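 further: 0% = neutral control wells and 100% = reference inhibitor control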
ABHD5-PLIN5 inh = ABHD5-PLIN5 interaction inhibitors, primary screen, cell lysate, split luciferase complementation, luminescence | Perilipin-5 (Homo sapiens) + 1-acylglycerol-3-phosphate O-acyltransferase ABHD5 (Homo … | Split G. princeps luciferase complementation, 4 h | inhibition, % at 4 µM | 360,000 compounds, 0.78% hits | AID 602281, 2012;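 active means inhibition above the mean inhibition across every tested compound plus 3 SD, cut at about 22% in these data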;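 further: 0% = DMSO only wells and the 100% control is not disclosed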
MC4R antagonist = MC4R antagonists of cAMP signaling, primary screen, cell-based, TR-FRET, antagonist arm of biased-ligand search. 360,000 compounds, 0.48% hits. MC4R-expressing cells, MTII-stimulated cAMP, LANCE TR-FRET. inhibition, % at 6.5 µM. Melanocortin receptor 4 (Homo sapiens), P32245;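 active means inhibition above its plate's cutoff, the mean of tested wells on that plate plus 3 SD, cut at about 29% in these data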;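 further: 0% = Melanotan II alone and 100% = Melanotan II plus saturating MCL0020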
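Material – human MC4R-expressing U2OS cells · Repeats – no replicates · Detection – TR-FRET with Eu-cAMP and labeled anti-cAMP, 671 nm · Times – compound 30 min, challenge 1 h, detection 1 h · Compound – single nominal compound dose of 6.5 µM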
SRC2 inh = inhibition of GAL4-SRC2 driven luciferase reporter, primary screen, SRC2 inhibitor project, cell-based, luminescence | HEK293 GAL4-SRC2 luciferase reporter | AID 651957, 2012 | inhibition, % at 9 µM | 370,000 compounds, 0.17% hits | Nuclear receptor coactivator 2 (Homo sapiens), Q15596;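 active means inhibition above the mean inhibition of all tested compounds plus 3 SD, set per campaign, cut at about 52% in these data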;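 further: 0% = DMSO treated cells and 100% = cells given Gossypol at 36 µM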
NR2F2 inh = NR2F2 transcriptional activity inhibitors, primary screen, cell-based, luciferase reporter, HEK293T, luminescence; COUP transcription factor 2 (Homo sapiens), P24468; HEK293T NGFI-A luciferase reporter; inhibition, % at 8.6 µM; 370,000 compounds, 0.7% hits;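 active means inhibition above a per-plate cutoff, mean inhibition of test wells between control levels plus 3 SD, cut at about 38% in these data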;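 further: cells cotransfected with COUP-TFII expression vector driving the NGFI-A reporter; 0% = median of COUP-TF2 test wells and 100% = reporter-only cells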
Target sequence (P24468 whole entry, looked up): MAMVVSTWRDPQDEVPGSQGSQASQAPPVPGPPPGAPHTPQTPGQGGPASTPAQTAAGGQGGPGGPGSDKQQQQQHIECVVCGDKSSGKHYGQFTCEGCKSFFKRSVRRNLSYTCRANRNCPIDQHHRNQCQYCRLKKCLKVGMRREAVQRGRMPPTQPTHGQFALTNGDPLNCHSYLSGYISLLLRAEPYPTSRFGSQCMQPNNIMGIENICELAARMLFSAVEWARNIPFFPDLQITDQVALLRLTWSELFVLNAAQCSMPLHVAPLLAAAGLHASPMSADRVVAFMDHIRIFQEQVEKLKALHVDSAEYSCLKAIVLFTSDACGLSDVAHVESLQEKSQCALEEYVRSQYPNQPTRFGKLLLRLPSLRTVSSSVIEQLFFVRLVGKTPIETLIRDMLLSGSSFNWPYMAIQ
MC4R ag barr = MC4R agonists recruiting beta-arrestin, primary screen, cell-based, luminescence, agonist arm of biased-ligand search; 360,000 compounds, 0.98% hits; U2OS MC4R beta-arrestin complementation; percent of melanotan II response, DMSO zero; activation, % at 8.9 µM;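 active means activation above a per-plate cutoff, the mean activation of sample wells on that plate plus 3 SD, cut at about 8% in these data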
SRC3 inh = SRC3 coactivator transcriptional activity inhibitors, primary screen, cell-based, luminescence; Nuclear receptor coactivator 3 (Homo sapiens), Q9Y6Q9; HEK293 GAL4-SRC3 luciferase reporter; 360,000 compounds, 0.17% hits; inhibition, % at 3.6 µM;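 active means inhibition above a per-campaign cutoff, the mean of all compounds plus 3 SD, cut at about 60% in these data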;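 further: 0% = DMSO-treated cells and 100% = gossypol-treated cells at 36 µM; higher means less SRC3-driven luciferase light from the GAL4 reporter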
NOD2 RIPK2 PPI = NOD2-RIPK2 binding disruptors in cells, primary screen, fluorescence, CHO cells, BLA complementation | AID 624267, 2012 | CCF4 ratio | 360,000 compounds, 0.38% hits | Receptor-interacting serine/threonine-protein kinase 2 (Homo sapiens), O43353 | inhibition, % at 4.98 µM; in the data active means inhibition above about 21%;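 further: 0% = vehicle only and 100% = reference blocker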
Target sequence (O43353 whole entry, looked up): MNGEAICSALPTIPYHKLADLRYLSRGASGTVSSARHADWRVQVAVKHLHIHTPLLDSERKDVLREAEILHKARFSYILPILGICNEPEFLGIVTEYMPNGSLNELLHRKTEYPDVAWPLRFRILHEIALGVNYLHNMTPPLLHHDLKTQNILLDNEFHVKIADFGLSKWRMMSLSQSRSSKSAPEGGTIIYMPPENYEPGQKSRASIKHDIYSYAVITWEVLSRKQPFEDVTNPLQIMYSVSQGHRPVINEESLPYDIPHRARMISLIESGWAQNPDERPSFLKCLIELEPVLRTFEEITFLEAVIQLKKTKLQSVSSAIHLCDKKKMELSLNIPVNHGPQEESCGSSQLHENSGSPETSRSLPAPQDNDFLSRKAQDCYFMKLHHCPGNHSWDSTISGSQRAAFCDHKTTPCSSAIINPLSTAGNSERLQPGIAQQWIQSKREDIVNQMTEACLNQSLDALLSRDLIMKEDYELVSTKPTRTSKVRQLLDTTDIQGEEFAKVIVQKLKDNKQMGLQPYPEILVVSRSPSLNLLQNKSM
LRH-1 inv ag = LRH-1 (NR5A2) inverse agonists, primary screen, cell-based, luminescence, HEK293T, StAR-luciferase reporter | Nuclear receptor subfamily 5 group A member 2 (Homo sapiens), O00482 | LRH-1 transfected, 24 h | inhibition, % at 3.6 µM | 360,000 compounds, 0.13% hits;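 active means inhibition above the mean inhibition of all tested compounds plus 3 SD, cut at about 73% in these data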;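 further: 0% = DMSO wells and 100% = reporter-only cells lacking LRH-1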
* = called active by the depositor; / = no result given.

SMILES	TLR9-MyD88 inh	SRC1 inh	LMP1 NFkB inh	ABHD5-PLIN5 inh	MC4R antagonist	SRC2 inh	NR2F2 inh	MC4R ag barr	SRC3 inh	NOD2 RIPK2 PPI	LRH-1 inv ag
Cc1nc2cc(C(=O)O)ccc2s1	-1.9	-79.2	-28.6	1.6	-4.9	-71.9	-30.8	0.8	-71.4	-10.3	-140.8
CC(C)OCCCN1CN(S(=O)(=O)c2ccc(Cl)cc2)c2nc3ccccc3nc21	-1.5	-26.7	-20.3	-1.6	-2.1	-12.0	-2.6	0.1	-16.5	-2.2	-0.8
COc1ccc(C(=O)Nc2ccc(Cl)cn2)cc1Cl	-4.1	-67.6	-21.9	0.6	-8.4	-26.8	-25.1	-1.8	-93.9	4.0	-153.5
Cc1ccc(NC(=O)CSCC(=O)NC2CCCCC2)cc1	3.1	-5.5	-3.2	6.0	3.2	-3.1	-0.1	0.6	8.3	-6.0	-9.4
COc1ccc(NC(=O)c2cccs2)cc1O	-4.4	-70.3	-3.0	-6.4	-1.3	-60.4	-38.9	-2.3	-47.8	-3.7	-79.6
O=C(O)c1ccc[n+](Cc2ccc([N+](=O)[O-])cc2)c1	/	-6.1	/	-3.7	14.0	-3.1	9.3	-2.0	-4.8	1.5	-4.8
O=C(c1cnn(C(=O)COc2ccccc2F)c1)c1cc(F)ccc1O	5.5	20.5	-9.7	3.0	-10.5	14.2	0.0	-0.2	15.2	-10.8	-10.2
O=C(NCc1ccc(F)cc1)C1CCC(CNc2c(N3CCOCC3)c(=O)c2=O)CC1 (stereo not given)	13.4	-8.4	-3.2	-5.8	-6.3	-18.8	15.5	-0.9	-4.3	-2.3	-1.7
c1ccc(-c2nnc(CSc3ccc4c(c3)OCCO4)o2)cc1	0.0	3.8	-6.1	-6.0	2.9	1.9	4.1	-2.4	7.3	7.2	-6.7
O=C(CN1CCOCC1)Nc1ccc([N+](=O)[O-])cc1Br	-9.3	0.0	1.7	0.2	15.5	7.8	-7.0	-1.5	-7.2	6.2	5.6
CCc1nc2c(sc3nc4c(cc32)COC(C)(C)C4)c(=O)n1Cc1ccco1	-13.1	-24.5	1.1	28.4*	13.0	-4.1	11.9	1.2	-3.3	20.3	6.1
CC1CCCCC1NC(=O)CCn1c(=O)oc2ccccc21 (stereo not given)	-3.7	4.3	2.7	5.5	-4.1	-10.2	-14.6	0.0	7.7	4.4	5.4
Cc1c(Cl)cccc1NC(=O)N1CCCC1	-1.2	-1.0	-0.3	6.4	3.7	3.1	-2.8	-2.2	6.6	7.1	7.0
COc1ccc(NC(=O)C(=O)NCCC2CCCCN2S(=O)(=O)c2ccccc2)cc1 (stereo not given)	-0.3	-10.8	0.9	-2.9	-19.3	18.5	28.1	-4.4	28.9	-10.4	20.8
O=C(/C=C/c1ccccc1[N+](=O)[O-])NCc1ccccc1Cl	-0.6	-18.1	-7.7	-0.5	6.3	-18.4	-8.6	2.6	-14.6	2.0	-29.1
O=C(O)c1cc2ccccc2n1-c1ccccc1	4.3	3.3	-5.3	2.4	5.9	-5.9	-4.6	-1.7	17.9	1.0	12.3
O=c1[nH]c(CSc2nnc(Nc3ccccc3)s2)nc2ccccc12	0.4	-8.3	3.3	1.8	6.3	-2.8	2.3	9.7*	15.8	-5.7	7.7
CN1CC(=O)N(CC(=O)Nc2ccc(F)cc2)c2ccccc2C1=O	-2.4	8.4	1.0	8.8	9.0	9.5	-15.7	1.0	0.4	-7.9	-4.1
COc1ccc(Cn2cnc([N+](=O)[O-])c2)cc1[N+](=O)[O-]	1.5	-23.1	-0.4	0.5	2.3	2.9	-4.1	-1.2	7.1	-3.8	-11.0
CCc1ccc(-c2cc(C)no2)cc1S(=O)(=O)N1CCN(c2ccc(OC)cc2)CC1	-2.4	3.8	4.6	-3.2	-1.1	17.3	33.2	-3.6	-10.9	-10.1	1.3
COc1cccc(N2CCN(CC(=O)NC(C)c3ccccc3)CC2)c1 (stereo not given)	-7.2	5.8	8.1	7.3	5.2	-5.7	-6.2	-0.8	1.4	-5.7	8.0
O=C(c1cccs1)N1N=C(c2ccccc2)CC1c1ccc(O)cc1 (stereo not given)	-5.7	-10.8	-3.8	4.0	7.3	6.0	-20.1	1.0	-3.7	-3.3	-8.8
Cc1ccc(CNc2ncnc3cc(Cl)ccc23)cc1	5.4	16.6	20.3	3.9	5.9	16.8	11.4	1.8	21.1	3.9	31.0
CCn1c(C(C)NC(=O)c2ccc(OC)c(OC)c2)nc2ccccc21 (stereo not given)	8.9	11.3	-2.8	2.1	4.8	1.7	6.7	-0.3	0.1	-2.8	1.5
O=C(NCc1ccncc1)c1nc(-c2cccs2)no1	-4.2	-10.7	-7.9	-0.3	7.2	8.2	-4.3	-0.8	12.8	-9.2	1.3
O=C(O)COc1ccccc1/C=C1\SC(=O)N(Cc2ccc(F)cc2)C1=O	-4.8	-14.0	-8.2	-0.8	22.5	18.2	-10.2	1.4	2.2	9.4	-2.7
CS(=O)(=O)N(CC(=O)NCc1ccc2c(c1)OCO2)Cc1ccccc1	-2.1	-0.5	-9.1	-3.8	1.0	-18.6	-4.8	-2.3	-1.4	-3.6	-3.5
CCOC(=O)C1=CN(Cc2cccc(I)c2)S(=O)(=O)N(C)C1C (stereo not given)	-3.5	9.1	-9.1	-6.8	-1.1	-5.3	-2.8	-0.5	1.1	1.0	-19.7
COc1ccc(/C=C/C(=O)NCCCn2ccnc2)cc1	-2.7	-6.5	5.1	-3.0	1.4	-5.4	-5.3	2.1	14.6	-4.3	6.8
S=c1[nH]nc(CSCc2ccccc2Cl)n1C1CCCCC1	2.7	8.7	-0.1	9.4	5.2	27.6	4.2	3.2	9.2	-3.1	3.8
O=C(CN(Cc1ccco1)S(=O)(=O)c1ccccc1)N/N=C/c1ccccc1C(=O)O	4.3	-0.6	6.4	-2.9	-2.8	-12.1	1.4	-1.2	5.9	-0.6	-6.4
COCCNC(=S)NC(=O)c1ccc(C(C)(C)C)cc1	1.6	-44.0	-24.0	0.0	3.5	-28.1	-19.7	-1.4	-33.9	-13.2	-66.0
O=C(CNc1ccc2ccccc2c1)N/N=C/c1ccc(OC(=O)/C=C/c2ccco2)cc1	-0.9	-7.9	1.7	5.3	5.7	-18.8	10.7	-1.9	5.6	-3.0	7.4
O=C1Cc2ccccc2C(=O)N1Nc1ccccc1	4.4	5.7	-11.6	-9.5	7.2	-11.2	8.0	0.5	2.6	9.4	14.0
COc1ccc(NC(=S)NC(=O)/C=C/c2ccccc2)cc1	-10.0	-24.5	-6.6	-6.8	16.1	-0.5	5.1	1.3	-13.9	0.3	-9.6
CC(=O)N(C)c1ccc(NC(=S)NCC(C)C)cc1	1.8	-2.5	-5.9	-7.7	5.7	-16.9	2.8	-0.1	4.3	1.6	13.2
COCCCN(CC(=O)Nc1ccc(N2CCOCC2)cc1)S(=O)(=O)c1ccc(C)cc1	0.7	1.6	-2.4	-4.0	13.5	-13.3	-18.2	-0.4	9.1	-0.5	11.3
CC(=O)NC(=S)Nc1sc2c(c1C#N)CCCCC2	-4.4	-84.0	-8.1	-4.1	-4.3	-89.8	-57.9	7.0	-54.7	-4.5	-88.3
CC(C)c1ccc(Nc2nc(CC(=O)O)cs2)cc1	-1.7	-97.1	-50.4	-10.3	-1.3	-68.7	-60.6	0.1	-83.2	-8.7	-150.7
Cc1c(C#N)c(O)n(C)c(=O)c1N=Nc1ccc(S(N)(=O)=O)cc1	-8.8	-7.2	-10.2	9.4	-21.2	-69.2	-3.9	-4.6	-17.6	1.4	16.1
CC(/C=N/NC(=O)c1nnn(-c2nonc2N)c1C)=C\c1ccccc1	3.4	-9.8	-13.3	-4.3	7.1	-7.5	-6.8	-0.3	-13.5	1.7	-11.4
Cc1ccc(-n2nc(C)c3c2OC(N)=C(C#N)C3c2cccs2)cc1 (stereo not given)	-0.5	5.8	0.4	-4.2	0.6	-24.9	-8.7	-1.3	17.0	1.5	-1.8
O=C(Nc1ccccc1N1CCCCC1)c1cccc(F)c1	-3.1	-1.9	-25.6	1.5	2.2	17.6	-8.3	2.8	-2.7	3.1	-0.6
CCCc1nc2c(nnn2Cc2ccccc2F)c(=O)[nH]1	4.9	-22.7	1.2	1.5	-6.1	-4.2	6.4	-1.2	-18.8	-22.6	-10.0
CCc1cc(=O)oc2c(CN3CCN(C)CC3)c(O)ccc12	-5.3	-16.0	-7.5	7.5	10.0	-33.5	-19.6	-1.2	11.7	0.7	3.5
COc1ccc(OC)c(-c2cc(C(=O)N3CCN(c4ccccc4)CC3)no2)c1	-0.3	-7.8	-5.0	-4.0	5.5	5.1	-18.5	4.0	-17.4	-2.6	-9.6
Cc1cc(Cl)ccc1OC(C)C(=O)NCCCn1ccnc1 (stereo not given)	2.9	4.3	1.6	0.0	10.4	10.7	-0.4	-0.6	4.7	1.8	-27.2
COc1ccc2oc(=O)cc(CN3CCOCC3)c2c1	-11.1	13.2	-0.8	6.6	5.8	-0.1	25.6	1.9	7.2	5.3	4.0
Nn1c(SCC(=O)NCc2ccccc2)nncc1=O	4.8	-7.5	5.2	-3.0	-3.5	11.9	-12.0	-0.9	13.0	10.4	4.9
CCCc1cc(=O)oc2cc(C)cc(OCC(=O)Nc3ccccn3)c12	5.1	-0.2	-15.9	-7.6	-20.2	18.1	-4.8	2.2	-3.1	1.5	45.3
O=C(NC(CO)(CO)CO)[C@@H]1CCCN1S(=O)(=O)c1cccc2cccnc12	2.7	-14.9	-1.1	-7.4	9.0	-9.0	-6.8	-1.6	16.3	-3.4	7.9
Cc1nnc(NC(=O)CSc2nnc(C(C)NC(=O)c3ccccc3F)n2C)s1 (stereo not given)	1.8	1.4	1.0	8.8	16.0	-11.3	6.0	-0.6	-9.8	-9.1	2.0

This is a subset, so the mix of outcomes need not match the whole.
